Compound activity from PubChem.
BCR signal inh: qHTS Assay to Find Inhibitors of Chronic Active B-Cell Receptor Signaling; 340,000 tested, 0.05% active; ABC-DLBCL IkBa-CBG/CBR reporter, luminescence ratio, 4 h; AID 493014, 2011; Potency, µM (series often up to 46.1 µM), for the others: top-dose ratio change, negative = lower green/red ratio, most hits filed as inhibitors; active = well fitted inhibition curve with a large enough effect in the signal ratio, with a control signal flat, not every such curve was filed as active; inconclusive = small, poorly fitted or top-dose-only effect, or effect the other way, or a change in a side signal; the % refers to the signal ratio;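 note: potency is the fitted concentration of half-maximal effect; plate controls were basal doxycycline-induced cells for no effect and cells given 10 µM MG132 for full effect; MG132 reads +100%, hits lower the ratio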
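TMD8 human ABC-DLBCL cells with doxycycline-inducible IκBα–green luciferase fusion and unfused red luciferase, in 0.5% FBS medium; compounds up to 46 uM, 4 h at 37C. Green/red luminescence ratio, filter-overlap corrected, fitted to concentration-response curves.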
Giardia killer: Small Molecules that selectively kill Giardia lamblia: qHTS; 340,000 tested, 0.15% active; activity change, % at 7.66 µM, hits read low; AID 540267, 2011; Giardia lamblia trophozoite viability; in the data active = activity change below about -80%; inconclusive = between about -30% and that limit;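 note: parasites exposed to compound for two days anaerobically before the ATP read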
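Trophozoites 100 cells/well + cpd; 48 hrs, 37 deg C, anaerobic. ATPLite 1-Step added, 15-30 min RT, luminescence read (ATP-based viability).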
PKM2 act: qHTS Assay for Activators of Human Muscle isoform 2 Pyruvate Kinase. Pyruvate kinase PKM (Homo sapiens), P14618. Potency, µM (highest dose often 57.5 µM), without a hit: at the top dose activation, most hits filed as activators. 260,000 tested, 0.34% active. purified PKM2, Kinase-Glo ATP luminescence, activation; response scale: 0% is enzyme alone, no compound; note: potency is the fitted concentration of half-maximal effect; nearly all actives have a fitted effect of over 55% in size
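Kinase-Glo luminescence reports ATP generated from ADP (0.1 mM) and PEP (0.5 mM) by purified hPK-M2 after 1 h at room temperature, pH 7.2 imidazole buffer; intermediate enzyme activity allows detecting inhibitors and activators.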
B2AR arrestin: qHTS assay of beta-arrestin-biased ligands of beta2-adrenergic receptor. Beta-2 adrenergic receptor (Homo sapiens), P07550. 330,000 tested, 0.02% active. beta-arrestin recruitment to beta2AR, cell-based reporter. Potency, µM (highest dose often 46.1 µM), without a hit: at the highest dose activation, hits mostly activators;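 note: potency is the fitted concentration of half-maximal effect; 0% = DMSO controls and full agonism = EC100 isoproterenol or metaproterenol; nearly all actives have a fitted effect of over 65% in size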
KCNH2 3.1 block: qHTS for Inhibitors of KCHN2 3.1: Mutant qHTS. U2OS KCNH2 3.1, thallium flux FluxOr; active compounds read low. 340,000 tested, 0.95% active. AID 720553, 2013. Potassium voltage-gated channel subfamily H member 2, brain isoform KCNH2 3.1 (human). activity change, % (tested at about 1.8 µM);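 active = maximum activity change below -70%; inconclusive = maximum activity change from -70% to -50%; inactive = maximum activity change above -50%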;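 note: thallium influx rate constant from kinetic fluorescence after stimulation buffer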
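Steps: virus added to U2OS suspension (4 h, RT, dark); medium with 10% FBS added, cells plated, 37 C overnight; FluxOr/Red40 loading buffer 45 min RT; stimulation buffer, 2 min kinetic read; rate constant normalized.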
FBPA coupling cs: qHTS Assay for Inhibitors of Fructose-1,6-bisphosphate Aldolase from Giardia Lamblia: Coupling assay counterscreen. coupling enzyme system counterscreen, AmpLite Red fluorescence. activity change, negative = inhibition, % at 58.2 µM, hits read low. 290,000 tested, 0.67% active; in the data active = activity change below about -30%
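Activity here indicates interference with the coupling reaction, not aldolase inhibition. Compounds at 57.5 uM final met coupling enzymes for 10 min at RT; substrate and AmpLite Red detection followed, with a 525/598 nm fluorescence read after 20 min.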
Eya2 phos inh: qHTS Assay for Inhibitors of the Phosphatase Activity of Eya2. Protein phosphatase EYA2 (Homo sapiens), O00167. recombinant Eya2, OMFP fluorescence dephosphorylation (OMFP is methylfluorescein phosphate). Potency, µM (titrated, usually from 76.9 µM), without a hit: at the highest dose activity, negative = inhibition, hits mostly inhibitors. 330,000 tested, 0.006% active. AID 488837, 2010; note: potency is the fitted concentration of half-maximal effect
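Eya2 protein (added as 0.2 uM solution) was preincubated with compound for 10 min at ambient temperature in 50 mM HEPES pH 7.5, 50 mM NaCl, 5 uM MgCl2, 0.05% BSA, 1 mM DTT. OMFP (added at 50 uM) then reacted 10 min; fluorescence read at 485/525 nm.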
KCNH2 WT inh: qHTS for Inhibitors of KCHN2 3.1: Wildtype qHTS | Voltage-gated inwardly rectifying potassium channel KCNH2 (Homo sapiens), Q12809 | U2OS, BacMam KCNH2, thallium flux FluxOr; active compounds read low | activity change, % at 1.84 µM | 340,000 tested, 0.37% active;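 active = maximum activity change below -70%; inconclusive = maximum activity change between -70% and -50%; inactive = maximum activity change above -50%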
Target sequence (Q12809 whole entry, looked up): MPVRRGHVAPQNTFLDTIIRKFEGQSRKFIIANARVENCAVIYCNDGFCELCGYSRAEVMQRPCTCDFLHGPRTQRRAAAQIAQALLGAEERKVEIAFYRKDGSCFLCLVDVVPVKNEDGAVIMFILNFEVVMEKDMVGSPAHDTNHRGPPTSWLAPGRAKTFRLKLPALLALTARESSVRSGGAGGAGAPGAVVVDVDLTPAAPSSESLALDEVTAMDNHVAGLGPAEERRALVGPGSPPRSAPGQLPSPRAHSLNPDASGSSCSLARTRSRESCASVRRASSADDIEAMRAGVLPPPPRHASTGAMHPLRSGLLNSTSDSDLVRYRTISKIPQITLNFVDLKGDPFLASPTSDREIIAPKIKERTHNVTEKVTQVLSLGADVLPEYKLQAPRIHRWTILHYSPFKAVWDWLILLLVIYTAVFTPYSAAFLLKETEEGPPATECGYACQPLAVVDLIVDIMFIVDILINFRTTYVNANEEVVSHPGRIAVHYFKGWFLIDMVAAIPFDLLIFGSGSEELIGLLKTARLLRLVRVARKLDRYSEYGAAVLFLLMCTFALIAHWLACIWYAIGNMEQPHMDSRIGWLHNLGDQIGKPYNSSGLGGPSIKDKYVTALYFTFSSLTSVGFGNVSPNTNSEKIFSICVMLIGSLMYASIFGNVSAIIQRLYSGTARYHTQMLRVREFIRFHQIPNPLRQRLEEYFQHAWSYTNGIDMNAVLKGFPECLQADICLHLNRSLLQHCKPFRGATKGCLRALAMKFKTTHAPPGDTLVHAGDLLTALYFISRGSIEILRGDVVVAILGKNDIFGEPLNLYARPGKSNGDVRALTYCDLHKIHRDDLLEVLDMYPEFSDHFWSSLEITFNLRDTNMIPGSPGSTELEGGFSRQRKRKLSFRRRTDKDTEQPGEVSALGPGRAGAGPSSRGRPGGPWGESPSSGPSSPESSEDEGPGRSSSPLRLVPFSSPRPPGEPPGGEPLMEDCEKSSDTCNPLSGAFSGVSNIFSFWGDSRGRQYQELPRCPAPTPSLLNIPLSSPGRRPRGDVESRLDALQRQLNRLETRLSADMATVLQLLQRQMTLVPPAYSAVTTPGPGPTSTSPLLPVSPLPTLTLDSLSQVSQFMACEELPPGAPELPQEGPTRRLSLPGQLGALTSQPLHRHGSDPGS
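U2OS cells transduced with wild-type KCNH2 virus are loaded with FluxOr dye for 45 min, and thallium flux is measured in kinetic reads before and after stimulation buffer. Rate constants are normalized to DMSO controls.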
GALK inhibitor: qHTS Assay for Inhibitors of Human Galactokinase (GALK); P51570; Potency, µM (titrated, usually from 57.5 µM), inactives show at the top dose activity change, negative = inhibition, usual class: inhibitors; 270,000 tested, 0.007% active; AID 1868, 2009; Purified GALK, Kinase-Glo residual ATP luminescence; note: potency is the fitted concentration of half-maximal effect
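Quantitative HTS: GALK 5 nM, ATP 35 uM, galactose 100 uM, 1 h room temperature, then luciferase-based ATP detection.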
USP2a inh: qHTS Assay for Inhibitors of Ubiquitin-specific Protease USP2a Using CHOP2 as the Reporter | USP2 core, Ub-CHOP2 coupled fluorogenic reporter, 485/531 | Potency, µM (titrated, usually from 38.3 µM), for the others: at the highest dose activity change, negative = inhibition, usual class: inhibitors | 330,000 tested, 0.01% active | AID 463254, 2010;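 note: potency is the fitted concentration of half-maximal effect; plate controls were DMSO wells for no effect and full inhibition by NEM control for full effect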
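USP2 core (10nM final) preincubated 30min RT with compound in 20mM Tris-HCl pH 8.0, 2mM CaCl2, 2mM beta-mercaptoethanol, 0.05% CHAPS; 25nM Ub-CHOP2 plus 25nM reporter substrate added, fluorescence (Ex485/Em531) read after 60min.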
uPA surface inh: qHTS for Inhibitors of Cell Surface uPA Generation; cell surface uPA generation assay, qHTS; Potency, µM (doses to about 38.3 µM), without a hit: at the highest dose activity change, negative = inhibition, most hits filed as inhibitors; 330,000 tested, 0.31% active; AID 540303, 2011; active = well fitted inhibition curve with a large enough effect; inconclusive = small, poorly fitted or top-dose-only effect; inactive = no such curve, though single readings can be large or run the other way; tested in mouse RAW 264.7 cells; note: potency is the fitted concentration of half-maximal effect; nearly all actives have a fitted effect of over 55% in size
* = called active by the depositor; i = inactive; ? = inconclusive; · = no result given; & = joins results of further samples; [ ] = another dose, or the depositor's remark. Unless noted, calls come from the whole dose curve; as a rule, active = well fitted curve in the direction sought with a large enough effect; inconclusive = small, poorly fitted or top-dose-only effect, or another doubt; inactive = no such curve, though single readings can be large; an effect the other way counts as inactive or inconclusive. Unless noted, % is set by controls: 0 for no effect and ±100 for the full control effect.

SMILES | BCR signal inh | Giardia killer | PKM2 act | B2AR arrestin | KCNH2 3.1 block | FBPA coupling cs | Eya2 phos inh | KCNH2 WT inh | GALK inhibitor | USP2a inh | uPA surface inh
COCCNC(=O)C(c1ccc(O)cc1)N(Cc1ccco1)C(=O)CCC(=O)Nc1ccccn1 (configuration not stated) | -1% | 8 | · | 0.2% | -29 | 1 | -5% | -9 | 1% | 5% | 2%
CCc1ccccc1NC(=O)c1cccc(Oc2ccc([N+](=O)[O-])cc2Cl)c1 | 7% | -9 | 0% | -0.9% | 3 | 1 | 0% | i | 3% | -6% | -3%
CNC(=O)/C(C#N)=C/c1c(N(Cc2ccccc2)Cc2ccccc2)nc2c(C)cccn2c1=O | ? | 3 | -10% | 0.2% | -12 | -2 | -19% | 11 | 0% | -3% | -15%
Cc1ccc(Oc2ncccc2N)c2c1CCC2 | 2% | 4 | -5% | -0.7% | -2 | 1 | -2% | -8 | 5% | 0% | 0%
COc1ccc(C(=O)N2CCC(n3nnc4cc(F)ccc43)CC2)cc1OC | 6% | 8 | -1% | -0.3% | -4 | 2 | 5% | 2 | 1% | -2% | 2%
O=C1NC(=S)/C(=C\c2ccc(-c3ccccc3Cl)o2)S1 | ? | -17 | 7% | ? | 1 | 1 | 5% | -5 | -9% | 2% | 3%
Cc1cc(N/N=C/c2ccc(O)cc2O)nc(-n2nc(C)cc2C)n1 | 4% | 13 | 4% | 0.9% | 2 | 1 | 2% | -3 | · | -2% | -2%
O=C(Nc1ccc(C(=O)N2CCCC2)cc1)c1ccccc1[N+](=O)[O-] | -7% | -1 | -7% | 0.1% | -4 | 2 | -3% | -7 | 1% | 2% | 4%
COc1ccc(-c2cc(-c3ccccc3)c(C#N)c(SCC(=O)Nc3ncc(C)s3)n2)cc1 | 0% | -19 | 7% | -0.8% | -12 | 1 | 3% | -2 | · | 1% | 10%
COc1ccc(CC(=O)Nc2ccc(S(=O)(=O)N(C)C)cc2)cc1OC | -7% | -2 | 0% | -0.4% | -7 | 4 | 19% | 1 | 1% | 0% | 1%
Cc1ccc(-c2csc3nc4c5ccccc5c(NCCCN5CCOCC5)nn4c(=O)c23)cc1 | 1% | · | 1% | 0.4% | · | 0 | 0% | · | 1% | 1% | ·
CCc1nnc(NC(=O)c2sc3nc(C)cc(COC)c3c2N)s1 | 11% | 3 | -19% | -1.0% | -15 | -2 | -4% | -3 | 0% | -2% | 6%
O=C(O)CCC(=O)Nc1ccc(Sc2ccc([N+](=O)[O-])cc2)cc1 | 4% | -18 | 5% | -0.5% | -8 | 5 | 5% | 23 | 1% | 2% | 1%
COc1ccc(NC(=O)CSC2CCCCC2)cc1 | 1% | 14 | 1% | -0.6% | 13 | 2 | -10% | -17 | -2% | 0% | -6%
CC(C)=C1C2CCC1C(C(=O)Nc1sc(C)c(-c3ccc(C(C)C)cc3)c1C(N)=O)C2C(=O)O (configuration not stated) | ? | 2 | -9% | -0.5% | 0 | 9 | -12% | 1 | 0% | -6% | -10%

Shown as labelled records: four of the compounds above
structure: Cc1ccc(-c2csc3nc4c5ccccc5c(NCCCN5CCOCC5)nn4c(=O)c23)cc1
  BCR signal inh: 1%; Giardia killer: ·; PKM2 act: 1%; B2AR arrestin: 0.4%; KCNH2 3.1 block: ·; FBPA coupling cs: 0; Eya2 phos inh: 0%; KCNH2 WT inh: ·; GALK inhibitor: 1%; USP2a inh: 1%; uPA surface inh: ·
structure: CCc1nnc(NC(=O)c2sc3nc(C)cc(COC)c3c2N)s1
  BCR signal inh: 11%; Giardia killer: 3; PKM2 act: -19%; B2AR arrestin: -1.0%; KCNH2 3.1 block: -15; FBPA coupling cs: -2; Eya2 phos inh: -4%; KCNH2 WT inh: -3; GALK inhibitor: 0%; USP2a inh: -2%; uPA surface inh: 6%
structure: O=C(O)CCC(=O)Nc1ccc(Sc2ccc([N+](=O)[O-])cc2)cc1
  BCR signal inh: 4%; Giardia killer: -18; PKM2 act: 5%; B2AR arrestin: -0.5%; KCNH2 3.1 block: -8; FBPA coupling cs: 5; Eya2 phos inh: 5%; KCNH2 WT inh: 23; GALK inhibitor: 1%; USP2a inh: 2%; uPA surface inh: 1%
structure: COc1ccc(NC(=O)CSC2CCCCC2)cc1
  BCR signal inh: 1%; Giardia killer: 14; PKM2 act: 1%; B2AR arrestin: -0.6%; KCNH2 3.1 block: 13; FBPA coupling cs: 2; Eya2 phos inh: -10%; KCNH2 WT inh: -17; GALK inhibitor: -2%; USP2a inh: 0%; uPA surface inh: -6%

Going on with the list.
SMILES | BCR signal inh | Giardia killer | PKM2 act | B2AR arrestin | KCNH2 3.1 block | FBPA coupling cs | Eya2 phos inh | KCNH2 WT inh | GALK inhibitor | USP2a inh | uPA surface inh
COc1cc(OC)cc(C(=O)Nc2nnc(NC(=S)Nc3ccccc3)s2)c1 | -6% | 7 | -1% | 5.8% | 3 | 0 | 4% | -14 | -1% | 2% | 5%
COc1ccc(/C=N/Nc2nc(C)cc(-c3ccccc3)n2)c(OC)c1 | 0% | 7 | 5%[11.5 µM] | -0.4% | -4 | 3 | -2% | 0 | 7% | 2% | -3%
O=C(NCC1CCCO1)/C(=C\c1ccccc1)NC(=O)c1ccccc1 (configuration not stated) | -2% | -7 | 0% | -0.8% | 0 | 1 | 4% | -21 | 5% | 2% | -13%
COc1cc(SC)ccc1C(=O)NC1CCCCC1 | 2% | -2 | -7% | -0.2% | -17 | 3 | 31% | -8 | 1% | 1% | -4%
COc1ccc(C(=O)Cn2nnc(-c3ccc(N4CCOCC4)cc3)n2)cc1OC | -1% | -2 | -1% | -0.1% | 4 | 2 | 13% | -3 | -1% | 3% | -1%
COc1ccc(/C=N/NC(=O)CCn2cnc(-c3ccccc3)c2-c2ccccc2)cc1OC | ? | -21 | 3% | 2.9% | 5 | 4 | 9% | 21 | 2% | -12% | -12%
Oc1cccc(C(=S)N2CCCCC2)c1 | 8% | 4 | -7% | -0.2% | -146* | 1 | 9% | -4 | 4% | -2% | 1%
CCOC(=O)c1nnn(-c2nonc2-c2ccccc2)c1C | 1% | 0 | 4% | -0.7% | -4 | 4 | -6% | 3 | -2% | 2% | -1%
COC(=O)c1ccc(COC(=O)c2cnc(Cl)c(Cl)c2)cc1 | -10% | -26 | 6% | -0.1% | 5 | 3 | 8% | -7 | -1% | 0% | -1%
Cc1ccc(S(=O)(=O)N2CCN(C(=O)c3cccc(-n4cccc4)c3)CC2)cc1 | 1% | -14 | · | -0.2% | -9 | · | 6% | 34 | · | 2% | -4%
CC(Oc1ccccc1F)C(=O)NNC(=O)C1CC(=O)N(c2ccc3c(c2)OCCO3)C1 (configuration not stated) | -7% | -19 | · | -0.2% | -11 | · | 11% | -4 | · | -2% | 3%
COc1ccc(-n2nc(C(=O)NCC(=O)N3CCCCCC3)c3ccccc3c2=O)c(OC)c1 | -7% | 5 | 1% | -0.1% | 6 | 0 | -1% | -4 | 1% | -1% | ·
CCCCNC(=O)CCSc1ccc(C)cc1 | 6% | -18 | 5% | -0.5% | 4 | 1 | -1% | -5 | 1% | -2% | 4%
NC(=O)N=Nc1c2[nH]c3ccccc3nc-2c2ccccc12 | ? | 1 | 0% | -0.3% | -12 | 4 | 5% | 0 | 3% | 2% | -10%
CS(=O)(=O)c1ccc(CNC(=O)C2(C(F)(F)F)C/C(=C\Cc3ccccc3)CCCO2)cc1 (configuration not stated) | · | 13&6 | · | · | 17 | -1 | · | 8 | · | · | -4%
Cc1cc(C)n2c(Br)c(CSc3nc4ccccc4o3)nc2n1 | -1% | -4 | 9% | -0.1% | -34 | 0 | 0% | -10 | 0% | -1% | 0%
CC(=O)Nc1cccc(NC(=O)Cc2cccs2)c1 | 0% | -1 | 1%[11.5 µM] | -0.5% | 15 | 0 | 7% | -40 | -2% | -1% | 1%
CCOc1ccc(/C=N/OCC(=O)NCc2ccco2)cc1 | 0% | -18 | · | 0.2% | 1 | -1 | -21% | -5 | 0% | 8% | -4%
COc1ccc(CNC(=O)Cc2cccs2)cc1OC | -10% | 12 | · | -1.1% | -6 | -3 | -2% | -4 | 6% | -2% | 5%
